# Tb PYK inh = inhibitors of Trypanosoma brucei pyruvate kinase. TbPYK enzyme, Kinase-Glo Plus ATP luminescence, 45 min. Potency, µM (doses to about 76.8 µM), for the others: at the highest dose activity, negative = inhibition, hits mostly inhibitors. 410,000 compounds, 0.12% hits. Q57TT1. AID 624173; note: potency is the fitted concentration of half-maximal effect; nearly all actives have a fitted effect of over 50% in size
#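 Enzyme and substrate buffer are dispensed first and compound is pin-transferred. ADP at 130 uM final then starts the reaction, which runs 45 min at room temperature. Detection reagent is added for 10 min before luminescence is imaged.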
# LmPK inh = inhibitors of Leishmania mexicana pyruvate kinase | Potency, µM (doses to about 57.5 µM), inactives show at the highest dose activity change, negative = inhibition, hits mostly inhibitors | Q27686 | 290,000 compounds, 0.37% hits | purified LmPK, Kinase-Glo ATP luminescence, 1 h; note: potency is the fitted concentration of half-maximal effect
# Target sequence (Q27686 whole entry, looked up): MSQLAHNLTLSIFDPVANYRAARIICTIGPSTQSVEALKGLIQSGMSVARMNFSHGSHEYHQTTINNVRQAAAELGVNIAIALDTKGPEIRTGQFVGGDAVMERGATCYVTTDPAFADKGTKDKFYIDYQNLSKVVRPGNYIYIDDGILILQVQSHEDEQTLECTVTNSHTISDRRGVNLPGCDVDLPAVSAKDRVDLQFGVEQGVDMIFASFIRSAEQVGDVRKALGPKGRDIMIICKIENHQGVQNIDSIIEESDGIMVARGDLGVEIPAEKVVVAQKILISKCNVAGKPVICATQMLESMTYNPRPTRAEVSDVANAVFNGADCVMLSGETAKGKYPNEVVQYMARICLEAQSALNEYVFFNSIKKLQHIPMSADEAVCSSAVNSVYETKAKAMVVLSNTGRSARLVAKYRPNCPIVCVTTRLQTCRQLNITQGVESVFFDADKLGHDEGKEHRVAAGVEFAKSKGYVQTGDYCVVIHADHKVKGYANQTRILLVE
#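 qHTS format; LmPK 0.1 nM; substrates PEP 0.5 mM and ADP 0.1 mM. One-hour room-temperature incubation, then coupled luciferase luminescence; 0.5 nM enzyme wells mark activation.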
# AMA1 RON2 block = inhibitors of Plasmodium falciparum AMA1-RON2 interaction; AlphaScreen AMA1-biotinylated RON2 peptide binding; 360,000 compounds, 0.2% hits; Potency, µM (doses to about 58.2 µM), inactives show top-dose activity change, negative = inhibition, hits mostly inhibitors; AID 720542;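 note: potency is the fitted concentration of half-maximal effect; 0% = vehicle wells and -100% = peptide control; nearly all actives have a fitted effect of over 45% in size; some results filed as inactive show a strong effect at the top dose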
#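 AMA1 (3D7) with his tag at 25 nM final met compounds first, then biotinylated RON2 peptide at 25 nM; detection used donor plus acceptor beads, 10 µg/mL apiece, read by AlphaScreen after 30 min at room temperature.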
# AmpC inh detg = AmpC beta-lactamase inhibition with detergent present; AmpC hydrolysis of nitrocefin, absorbance 480 nm, 0.01% Triton; Potency, µM (series often up to 114 µM), for the others: at the top dose activity change, negative = inhibition, usual class: inhibitors; 370,000 compounds, 0.041% hits; AID 485294;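 note: potency is the fitted concentration of half-maximal effect; 0% = no-compound wells and -100% = no-enzyme wells; nearly all actives have a fitted effect of over 25% in size; some results filed as inactive show a strong effect at the top dose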
# Target sequence (P00811 whole entry, looked up): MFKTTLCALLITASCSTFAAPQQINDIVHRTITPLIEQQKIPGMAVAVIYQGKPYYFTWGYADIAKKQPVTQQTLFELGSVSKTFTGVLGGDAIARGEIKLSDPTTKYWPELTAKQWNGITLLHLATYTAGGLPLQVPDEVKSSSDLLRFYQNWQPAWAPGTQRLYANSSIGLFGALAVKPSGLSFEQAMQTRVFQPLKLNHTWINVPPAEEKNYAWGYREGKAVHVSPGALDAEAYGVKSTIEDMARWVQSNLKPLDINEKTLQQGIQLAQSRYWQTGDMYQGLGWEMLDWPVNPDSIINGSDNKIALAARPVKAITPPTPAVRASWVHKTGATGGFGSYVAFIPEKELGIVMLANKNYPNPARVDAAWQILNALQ
#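 20 mM phosphate pH 7.0 + 0.01% (detergent screen) or 0.0001% Triton X-100; 5.3 nM AmpC reagent; cpd preinc 15 min RT; nitrocefin (800 uM stock) to start; A480 q20 s × 4 min; Activity was normalised to no-enzyme and no-compound control wells.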
# HCMV antiviral = inhibitors of human cytomegalovirus; HFF cells, HCMV-luciferase reporter, 72 h; active compounds read low; activity change, negative = inhibition, % at 57.5 µM; 410,000 compounds, 4.5% hits; in the data active = activity change below about -60%; inconclusive = no clear call, values can overlap the other calls; inactive = above about -39%
#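 Steps: HFFs plated, 16 h 37C; compounds added; HCMV-luciferase added to MOI 1 PFU/cell; 72 h 37C; OneGlo reagent, 5 min room temperature; luminescence read, normalized to controls.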
# AmpC inh no detg = blocks E. coli AmpC beta-lactamase in detergent-free assay; P00811; AmpC nitrocefin hydrolysis, absorbance 480 nm, 0.0001% Triton; Potency, µM (titrated, usually from 57.1 µM), for inactives: at the highest dose activity change, negative = inhibition, actives largely listed as inhibitors; 330,000 compounds, 0.52% hits;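 note: potency is the fitted concentration of half-maximal effect; plate controls were no compound for no effect and no enzyme for full effect; nearly all actives have a fitted effect of over 20% in size; some results filed as inactive show a strong effect at the top dose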
#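 AmpC (5.3 nM in the dispensed reagent) in 20 mM phosphate pH 7.0 with 0.01% (detergent screen) or 0.0001% Triton X-100 was preincubated with compounds for 15 min at room temperature. Nitrocefin was then added from an 800 uM solution, and hydrolysis was followed at 480 nm.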
# HCV inhibitor = blocks hepatitis C virus. AID 651820. 340,000 compounds, 3.4% hits. Potency, µM (highest dose often 41.8 µM), without a hit: top-dose activity change, negative = inhibition, usual class: inhibitors. Huh7.5.1 HCVcc-Cre infection, luciferase reporter, 44 h; note: potency is the fitted concentration of half-maximal effect
#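 Compounds are dispensed onto cells plated 4 h earlier at 1,000 per well, with HCVcc-Cre virus (about 0.5 moi) added next. Following 44 h of culture, luminescent signal is measured for 15 sec after 15 min with substrate at room temperature.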
# Numbers without * were called inactive; ? = inconclusive; · = not tested or not shown; & = joins results of further samples; [ ] = remark or other dose. Unless noted, calls come from the whole dose curve; as a rule, active = well fitted curve in the direction sought with a large enough effect; inconclusive = small, poorly fitted or top-dose-only effect, or another doubt; inactive = no such curve, though single readings can be large; an effect the other way counts as inactive or inconclusive. Unless noted, % is set by controls: 0 for no effect and ±100 for the full control effect.
SMILES,Tb PYK inh,LmPK inh,AMA1 RON2 block,AmpC inh detg,HCMV antiviral,AmpC inh no detg,HCV inhibitor
Cc1ccc(C2NC(=O)c3n[nH]c(-c4cccs4)c32)cc1 (stereo not drawn),-1%,·,·,1%,-12,·,·
COc1ccc(NC(=O)CN(C)C(=O)Cc2n[nH]c(=O)c3ccccc23)cc1,5%,·,0%,?,6,-6%,-3%
CC(=N\NC(=O)c1ccccc1)/C(=N/O)C(=O)Nc1ccccc1,1%,-5%,33%[activator],-8%,26,-8%,10%
CSc1ccc(S(=O)(=O)NCC(=O)OCC(=O)N2CCCC2=O)cc1[N+](=O)[O-],2%,·,-4%,0%,1,-14%,5%
CC(C)(C)OC(=O)C[C@@H]1C/C=C\C[C@@H](CC(=O)NCCO)C(=O)N2CCC[C@H]2COC1=O,3%,·,-3%,·,-19,7%,3%
CCCn1nc2cc(C(=O)NCc3ccc(OC(F)(F)F)cc3)ccc2c1OCC,-2%,-2%,10%,4%,-33,?,?
COc1ccc(CN2C(=O)c3ccccc3C2c2nnnn2C(C)C)cc1OC (stereo not drawn),10%,·,0%,·,6,·,·
Cc1ccc(C(=O)Nc2nc(N)n(-c3ccccc3)n2)cc1,4%,0%,7%,-1%,68,-20%,-9%
CCN1CCN(Cc2c3ccccc3cc3ccccc23)CC1,-3%,2%,-2%,-9%,7,1%,-10%
COc1ccc(C)cc1NC(=O)COC(=O)c1ccc(OCc2ccc(Cl)cc2Cl)c(OC)c1,-1%,1%,5%,-1%,5,-30%,-13%
C=C(COC(=O)CCC(=O)O)CC1CC(O)[C@]2(C)OC3CC4OC5C[C@]6(C)O[C@]7(C)CCC8OC9C[C@]%10(C)OC%11C(C)=CC(=O)OC%11CC%10OC9C[C@@H](C)C8OC7CC6O[C@]5(C)C/C=C\C4OC3CC2O1 (stereo partly drawn),1%,4%,8%,-3%,·,280%[activator],23%
CC1CCN(S(=O)(=O)c2ccc3c(ccn3CCC(=O)N3CCCCC3)c2)CC1,0%,0%,5%,2%,-35,103%[activator],-16%
COc1ccccc1/C=C(\NC(=O)c1ccc(OC)c(OC)c1)C(=O)Nc1cc([N+](=O)[O-])ccc1C,2%,2%,10%,-6%,-30,28%,?
CC(C)(C)c1ccc(OCCCC(=O)Nc2nnc(C3CC3)s2)cc1,-3%,·,8%,·,5,·,·
Cn1cc(C(=O)NCc2cccs2)c(=O)c2cc(S(=O)(=O)N3CCCC3)ccc21,0%,2%,-4%,9%,-19,111%[activator],2%
CC(Oc1ccc(C(=O)c2ccc(F)cc2)cc1)C(=O)N1CCOCC1 (stereo not drawn),3%,·,33%[activator],?,-3,-17%,6%
CC(C)(C)c1ccc(S(=O)(=O)CCc2ccccn2)cc1,-5%,8%,4%,-5%,11,3%,2%
CCC(=O)N1CCN(CCN=CC2=C(O)CC(c3ccc(OC)cc3)CC2=O)CC1 (stereo not drawn),-6%,-8%,45%[activator],?,-9,-10%,11%
COc1ccc(OC)c(CNC(=O)c2ccc3nc(C(C)C)oc3c2)c1,0%,·,·,-4%,14,·,·
Cc1cc(OC(=O)Cc2cccc3ccccc23)c([N+](=O)[O-])c(=O)[nH]1,1%,-1%,-7%,-14%,-12,-16%,13%

# One compound at a time (already shown). Order of values: Tb PYK inh	LmPK inh	AMA1 RON2 block	AmpC inh detg	HCMV antiviral	AmpC inh no detg	HCV inhibitor
# CC(C)(C)OC(=O)C[C@@H]1C/C=C\C[C@@H](CC(=O)NCCO)C(=O)N2CCC[C@H]2COC1=O across the screens: 3%	·	-3%	·	-19	7%	3%
# CCN1CCN(Cc2c3ccccc3cc3ccccc23)CC1 across the screens: -3%	2%	-2%	-9%	7	1%	-10%
# COc1ccc(NC(=O)CN(C)C(=O)Cc2n[nH]c(=O)c3ccccc23)cc1 across the screens: 5%	·	0%	?	6	-6%	-3%
# CC(C)(C)c1ccc(OCCCC(=O)Nc2nnc(C3CC3)s2)cc1 across the screens: -3%	·	8%	·	5	·	·

# (next part)
SMILES,Tb PYK inh,LmPK inh,AMA1 RON2 block,AmpC inh detg,HCMV antiviral,AmpC inh no detg,HCV inhibitor
COc1ccc(C2CC(c3cccs3)=NN2c2nc(C)c(C(C)=O)s2)cc1OC (stereo not drawn),-5%,6%[11.5 µM],9%,0%,10,40%,?
Cc1ccc(OCc2nnc(SCC(=O)Nc3ncc(C)s3)o2)cc1,-6%,6%,59%[activator],2%,9,-10%,20%
Cc1cc(C)c(S(=O)(=O)/N=C2/C=C(Sc3ncn[nH]3)C(=O)c3ccccc32)cc1C,5.6µM*,7.9µM*,-26%,-9%,-100*,-57%,?
COc1cc(-c2nnc(-c3ccco3)o2)ccc1OCc1ccccc1,4%,-4%,3%,4%,18,88%[activator],?
CC[C@]12c3[nH]c4cc(-c5ccco5)ccc4c3CCN1C(=O)[C@@H](CC(=O)NCCC1=CCCCC1)C[C@@H]2C(=O)N1CCN(C(=O)C2CC2)CC1,-9%,·,-22%,·,-18,170%[activator],?
C/C(=N\Nc1ccccc1C)c1cccnc1,2%,-4%,-3%,-1%,?,-22%,-6%
COc1ccc(-c2nn(CCC#N)cc2/C=N/O)cc1OC,4%,-1%,1%,3%,52,-17%,12%
CCNS(=O)(=O)c1ccc(CCC(=O)NCc2ccc(C)cc2)cc1,-2%,0%,-12%,5%,-27,-19%,1%
Cc1cc(C)c(NC(=O)C(=O)NCC(c2cccnc2)N2CCN(c3ccccc3F)CC2)c(C)c1 (stereo not drawn),-3%,·,·,9%,6,·,·
CSCCC(NC(=O)c1ccoc1C)C(=O)O (stereo not drawn),0%,-4%,2%,1%,-15,-9%,17%
COc1ccc(C(=O)Nc2ccccc2N2CCOCC2)cc1[N+](=O)[O-],-6%,3%,-4%,-5%,41,-1%,-21%
O=C(CCN1CCCCCC1)Nc1ccccc1F,-5%,·,10%,·,-1,·,13%
Cc1ccc(CNC(=O)CCc2ccc(S(=O)(=O)NC3CCCCC3)cc2)cc1,-1%,1%,0%,7%,36,-22%,-2%
O=C(CCNC(=O)c1ccc(Cl)cc1)Nc1ncccc1O,1%,-7%,55%[activator],-5%,56,243%[activator],8%
O=C(Nc1ccccc1)c1ccc(F)c(S(=O)(=O)N2CCOCC2)c1,-11%,-2%,16%,?,-14,-17%,-27%
CN(CC(=O)Nc1ccc(F)cc1)C(=O)CN1C(=O)NC(CCc2ccccc2)C1=O (stereo not drawn),10%,·,3%,·,?,·,·
Cc1cc(C)cc(NC2=NCCCS2)c1,-3%,0%,0%,1%,-32,-24%,2%
COc1cccc(C2(C#N)CCN(C)CC2)c1,-1%,6%[11.5 µM],0%,0%,-37,-18%,10%
O=C(c1cnc2nc3ccccc3n2c1)c1cc(F)ccc1O,-8%,0%,3%,-2%,54,-39%,7%
CC(=O)N1CCN(c2ccc(N=Cc3c(O)n(-c4ccc(Cl)cc4)c(=O)[nH]c3=O)cc2)CC1,4%,5%,19%,6%,-9,-37%,4%&6%
CN(C)C(=O)CSc1nnc(-c2ccc(S(=O)(=O)N3CCCC3)cc2)n1C,2%,-2%,21%,0%,-20,-10%,23%
CCOC(=O)CSc1nnc(NC(=O)c2ccco2)s1,0%,-2%,-2%,?,-29,-22%,-3%
C=CCn1c(CNc2ccccc2)nnc1SCC(=O)N/N=C/c1ccccc1O,2%,1%,36%[activator],?,59,-10%,-22%
COc1ccc(N2CCN(C(=O)c3noc4c3CCCCC4)CC2)cc1,-5%,·,·,-4%,-27,·,·
Cn1c(N)c(C(=O)COC(=O)CSc2ccc(Cl)cc2)c(=O)n(C)c1=O,3%,5%,-5%,?,-29,45%,-4%
O=C(NCCCN1C(=O)c2ccccc2C1=O)OCc1ccccc1,-7%,·,5%,·,-18,·,3%
NC(=O)c1cc(Cl)ccc1OCC(=O)N1CCCc2ccccc21,-1%,7%,4%,?,?,-20%,-17%
CCc1nc2c(OCc3ccc(Cl)cc3Cl)cccn2c1N(C=O)Cc1ccc(OC)cc1,-2%,·,0%,·,0,·,·
Cn1c(=O)c2nncnc2n(C)c1=O,4%,0%,7%,?,-35,-21%,-4%[0.335 µM]
O=C(CCC1N=C2c3ccccc3N=C(SCc3ccccc3Cl)N2C1=O)NCc1cccs1 (stereo not drawn),-7%,·,·,7%,-3,·,·
COCCN(Cc1cc2cccc(C)c2[nH]c1=O)C(=O)c1ccccc1,0%,-1%,1%,-19%,40,-4%,17%
COCCCNC(=O)CC(NS(=O)(=O)c1ccc(Cl)cc1)c1ccc(OC)cc1 (stereo not drawn),7%,10%,-5%,-13%,?,7%,6%
COc1ccc(/C=C/C(=O)O/N=C(\N)c2cccnc2)cc1OC,5%,0%,-4%,-8%,-18,17%,13%

# As entered above.
# Result for O=C(NCCCN1C(=O)c2ccccc2C1=O)OCc1ccccc1 in HCMV antiviral: -18
# Result for Cn1c(=O)c2nncnc2n(C)c1=O in AMA1 RON2 block: 7%
# Result for NC(=O)c1cc(Cl)ccc1OCC(=O)N1CCCc2ccccc21 in AmpC inh no detg: -20%

# Structural class, the entries above with an NH in an aromatic ring (seven)
SMILES,Tb PYK inh,LmPK inh,AMA1 RON2 block,AmpC inh detg,HCMV antiviral,AmpC inh no detg,HCV inhibitor
Cc1ccc(C2NC(=O)c3n[nH]c(-c4cccs4)c32)cc1 (stereo not drawn),-1%,·,·,1%,-12,·,·
COc1ccc(NC(=O)CN(C)C(=O)Cc2n[nH]c(=O)c3ccccc23)cc1,5%,·,0%,?,6,-6%,-3%
Cc1cc(OC(=O)Cc2cccc3ccccc23)c([N+](=O)[O-])c(=O)[nH]1,1%,-1%,-7%,-14%,-12,-16%,13%
Cc1cc(C)c(S(=O)(=O)/N=C2/C=C(Sc3ncn[nH]3)C(=O)c3ccccc32)cc1C,5.6µM*,7.9µM*,-26%,-9%,-100*,-57%,?
CC[C@]12c3[nH]c4cc(-c5ccco5)ccc4c3CCN1C(=O)[C@@H](CC(=O)NCCC1=CCCCC1)C[C@@H]2C(=O)N1CCN(C(=O)C2CC2)CC1,-9%,·,-22%,·,-18,170%[activator],?
CC(=O)N1CCN(c2ccc(N=Cc3c(O)n(-c4ccc(Cl)cc4)c(=O)[nH]c3=O)cc2)CC1,4%,5%,19%,6%,-9,-37%,4%&6%
COCCN(Cc1cc2cccc(C)c2[nH]c1=O)C(=O)c1ccccc1,0%,-1%,1%,-19%,40,-4%,17%

# Source: PubChem BioAssay
